Compound activity from PubChem BioAssay.
PMI act satM6P = PMI (human) activation, high substrate. AID 1216. actives 0.34% (n = 190,000). P34949. activation factor at 20 µM. coupled PMI enzyme assay, resazurin fluorescence, 20 min; active compounds read high; 1 = untreated enzyme, 0 = substrate-free blank;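 active = activation factor of 2 or more at 20 µM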
Target sequence (P34949 whole entry, looked up): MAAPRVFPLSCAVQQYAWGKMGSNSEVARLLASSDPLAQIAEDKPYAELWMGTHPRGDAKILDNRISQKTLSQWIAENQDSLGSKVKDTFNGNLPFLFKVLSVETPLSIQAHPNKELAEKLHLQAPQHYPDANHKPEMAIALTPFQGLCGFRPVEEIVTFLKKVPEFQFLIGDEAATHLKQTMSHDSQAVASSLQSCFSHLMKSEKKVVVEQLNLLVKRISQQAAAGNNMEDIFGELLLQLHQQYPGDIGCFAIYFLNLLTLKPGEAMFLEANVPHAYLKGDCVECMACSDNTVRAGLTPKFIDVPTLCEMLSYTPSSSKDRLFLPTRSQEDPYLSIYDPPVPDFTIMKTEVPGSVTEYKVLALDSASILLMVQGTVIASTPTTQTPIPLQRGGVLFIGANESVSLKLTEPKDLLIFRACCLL
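Material: human phosphomannose isomerase with PGI, G6PDH, diaphorase coupling enzymes. Quantity: 15 ng/mL PMI. Medium: HEPES pH 7.4 buffer with MgCl2 and Tween-20. Reagent: Near-saturating mannose-6-phosphate, 1.0 mM. Compound: 20 µM single dose. Times: enzyme reaction with compound 20 min at room temperature. Detection: resorufin fluorescence at Ex 544/Em 590 nm.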
TNAP act hiacc = activators of human TNAP at high phosphate acceptor concentration. P05186. purified TNAP, CDP-star luminescence, 1 M DEA, 30 min; active compounds read high; 0 = EDTA background, 1 = DMSO-only activity. activation factor at 20 µM. 200,000 tested, under 10 active. AID 1136;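 active = activation factor at least 2 at 20 µM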
Target sequence (P05186 whole entry, looked up): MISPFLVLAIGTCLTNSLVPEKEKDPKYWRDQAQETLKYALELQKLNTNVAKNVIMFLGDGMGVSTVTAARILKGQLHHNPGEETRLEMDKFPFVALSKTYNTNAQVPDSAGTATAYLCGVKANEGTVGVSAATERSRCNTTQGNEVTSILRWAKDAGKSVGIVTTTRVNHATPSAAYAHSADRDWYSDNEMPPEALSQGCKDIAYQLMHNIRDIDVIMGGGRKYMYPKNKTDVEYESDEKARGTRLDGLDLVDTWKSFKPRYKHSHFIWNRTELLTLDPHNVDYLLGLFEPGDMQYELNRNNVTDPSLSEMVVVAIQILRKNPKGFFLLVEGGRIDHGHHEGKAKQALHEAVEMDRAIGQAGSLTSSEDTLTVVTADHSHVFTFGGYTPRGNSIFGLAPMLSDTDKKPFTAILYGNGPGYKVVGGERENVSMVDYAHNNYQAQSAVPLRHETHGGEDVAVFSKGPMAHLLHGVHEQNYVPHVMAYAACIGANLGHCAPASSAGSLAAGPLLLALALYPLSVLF
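Test system – human TNAP · Doses – 20 µM single point · Incubation – 30 min, room temperature · Signal – luminescent substrate turnover signal · Read-out basis – activation factor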
TNAP inh noacc = TNAP (human) inhibition, acceptor-free conditions; P05186; inhibition, % at 20 µM; purified TNAP, CDP-star luminescence, 30 min; actives 0.26% (n = 200,000);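 active = tissue-nonspecific alkaline phosphatase inhibition above about 50% at 20 µM in the single-dose screen, limit read from the data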;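 also: 0% = DMSO negative control and 100% = EDTA positive control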
FLuc stim CS = firefly luciferase counter-screen for stimulation assays; P08659; ATPlite luciferase biochemical, luminescence, 10 min; 0 = ATP-free wells, 1 = DMSO control; AID 1027; 200,000 tested, under 10 active; activation factor at 10 µM;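 active = luciferase activation factor, scaled between plate controls, of at least 2 with compound at 10 µM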
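Material: Luciferase/luciferin reagent mix | Doses: Test compounds dosed from 2 mM stocks in 100% DMSO | Timing: 10 min incubation after luciferase reagent addition, room temperature | Measured by: Luminescence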
TNAP inh hiacc = blocks human TNAP under high phosphate acceptor concentration | purified TNAP, CDP-star luminescence, 1 M DEA | P05186 | inhibition, % at 20 µM | actives 0.03% (n = 200,000);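 active = over 50% inhibition of tissue-nonspecific alkaline phosphatase at 20 µM in the single-dose screen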;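 also: plate controls were DMSO wells for no effect and EDTA-quenched wells as full inhibition for full effect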
APP 5'UTR act = activates APP 5'UTR luciferase reporter | SH-SY5Y APP 5'UTR luciferase reporter, luminescence; zero percent = DMSO vehicle wells | actives 1% (n = 190,000) | activation, % at 2 µM;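 active = activation above a set limit, based on mean plus 3 SD of controls, cut at about 140% in these data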; also: values of inactives mirror those of a sister screen read the other way
PMI activator = phosphomannose isomerase (human) activation; purified human PMI, coupled resazurin fluorescence, 20 min; active compounds read high; 1 = vehicle control, 0 substrate-free wells; activation factor at 20 µM; actives 0.005% (n = 190,000); AID 1214;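 active = activation factor of 2 or more at 20 µM, relative to plate controls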
FLuc inh counter = counter-screen for luciferase assay inhibitors: firefly luciferase inhibition; ATPLite firefly luciferase biochemical luminescence, 10 min; P08659; inhibition, % at 10 µM; actives 1.5% (n = 200,000);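 active = inhibition above about 50% when tested at 10 µM, limit read from the data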
bIAP activator = intestinal alkaline phosphatase (bovine) activation. purified bovine IAP, CDP-star luminescence, 30 min; active compounds read high; fold of DMSO-control signal, blank-subtracted. activation factor at 20 µM. actives 0.17% (n = 200,000). AID 1016;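 active = activation factor of 2 or more at 20 µM, a signal rise over negative controls twice the positive control's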
NF-kB expr up = raises NF-kB expression in human neuronal cells | NF-kB reporter expression; active compounds read high | fold change at 12.5 µM | actives 1.6% (n = 190,000); in the data active = fold change above about 3.3
* hit, by the source's call; x = no result given. Rows are unselected; any-hit rate near 3.6%.

No.	Molecule	PMI act satM6P	FLuc stim CS	bIAP activator	PMI activator	FLuc inh counter	TNAP act hiacc	NF-kB expr up	TNAP inh hiacc	TNAP inh noacc	APP 5'UTR act
1	CC(C)CCNC(=O)CSc1nnc(-c2ccc(S(=O)(=O)N3CCCC3)cc2)n1C	0.9	1	1.1	0.9	-1.3	1	0.99	-3.0	-14.0	9.2
2	Cc1nnc(SCc2c(Cl)cccc2Cl)s1	0.9	1	0.9	0.9	-3.3	1	1.69	-2.4	-1.1	45.0
3	CC[N+]1(CC)CC2=Cc3c(ccc4ccccc34)CC2C1 (configuration not stated)	1.1	1	0.9	1	-3.4	1	1.08	-1.3	-22.6	-4.5
4	O=C(NC(=O)c1cccc(F)c1)OC[C@@H]1CCCN2CCCC[C@H]12	0.9	1	0.9	0.9	-3.6	1	1.07	-2.5	-11.4	-12.0
5	C[C@@H]1CN(C2CCN(Cc3nc(CC4CC4)no3)CC2)C[C@H](C)O1	x	1.1	1	x	-5.7	1	1.13	-1.1	-8.7	20.1
6	CCc1ccccc1NC(=O)N[C@@H](C)C(=O)OC	1.1	1.1	1.1	1	-8.6	1.1	1.13	-6.4	6.7	-7.0
7	CCOCCCN1C(=O)CN(C2CCC(C)CC2)C(=O)C1c1ccc(C)cc1 (configuration not stated)	1.1	1	1.2	1.1	-2.6	1	1.09	-3.4	-4.5	2.6
8	CCn1c(CNC(=O)c2ccc(OC)cc2)nnc1SC	0.9	1.1	0.9	1	-5.3	1.1	0.92	-7.9	-18.9	6.2
9	Cc1ccc(C(=O)C(C)OC(=O)c2n[nH]c(=O)c3ccccc23)cc1 (configuration not stated)	0.9	1	0.9	0.9	-2.0	1	1.2	3.0	-9.6	-0.2
10	CCN(CCO)Cc1csc2ccc(Br)cc12	1.1	1	1.1	1.1	-4.1	1.1	1.1	-11.3	-11.5	19.6
11	CCOc1ccccc1NC(=O)Cc1coc2cc(C)ccc12	1	1.1	0.5	0.9	-8.3	1	1.12	-4.4	0.8	1.8
12	Cc1cc2cc3c(cc2nc1SCc1ccccn1)OCCO3	0.9	1	1	0.8	-4.2	1	1.36	-3.4	-18.4	37.3
13	COc1ccccc1/C=N/N1C(=O)c2cccc3cccc(c23)C1=O	1.1	1	1.1	1	-1.6	1	0.99	1.0	2.5	6.3
14	COc1ccc(OC(C)C(=O)Nc2ccccc2F)cc1 (configuration not stated)	0.9	1.1	1	1	-5.0	1	x	-1.1	-8.3	7.2
15	N=c1ccn(Cc2ccc(Cl)c(Cl)c2)cc1	0.9	1	0.8	1	2.5	1.1	0.62	-6.7	-6.0	15.2
16	COC(=O)c1ccc(/C=N/N2CCN(Cc3ccccc3)CC2)cc1	0.9	1	0.9	0.9	-0.7	1	0.97	0.5	-8.5	16.8
17	CC(C(=O)NCCC1=CCCCC1)c1ccc([N+](=O)[O-])cc1 (configuration not stated)	1	1.1	0.9	1	-6.9	1	1.16	-2.7	-4.7	8.1
18	CC(C)CCNC(=O)Cc1c(C(=O)O)[nH]c2ccc(Cl)cc12	0.9	1	1	0.9	-1.0	1.1	1.03	-6.5	-10.4	11.8
19	CCNc1nc(OCC)nc(N2CCC(Cc3ccccc3)CC2)n1	0.9	1	0.9	0.9	-4.3	1	1.05	0.8	2.9	1.6
20	CCC(C)NC(=O)CSc1nnc(-c2ccc(C(C)(C)C)cc2)n1C (configuration not stated)	1	1	1	1.1	1.5	1.1	1	-7.3	-14.8	26.6
21	O=c1cc(CO)occ1OCc1ccccc1	1.1	1	1.1	1.1	-3.9	1	1.49	-4.1	-7.5	9.9
22	S=C(NCC1CCCO1)NC12CC3CC(CC(C3)C1)C2 (configuration not stated)	1	1	0.8	1	-0.6	1	1.59	4.7	4.3	4.6
23	Cc1cccc(/C=N/n2c(-c3ccncc3)n[nH]c2=S)c1	0.8	1	1	0.6	-3.7	1.1	1.08	-5.0	23.9	-5.9
24	CC/C(O)=C(/C#N)c1nnc2n1CCCCC2	0.9	1	0.9	1	-3.9	1	1.26	-1.8	21.9	11.8
25	O=S1(=O)CCC(NS(=O)(=O)c2cccc3cccnc23)C1 (configuration not stated)	0.9	1.1	0.8	0.9	-6.5	1	1.26	-2.5	-5.1	2.8
26	O=C(CSc1ccccn1)C12CC3CC(CC(C3)C1)C2	1	1	0.9	1	0.0	1	1	-0.8	-11.8	5.6
27	CCOC(=O)Cn1ncn(-c2ccc(OC(F)(F)F)cc2)c1=O	1	1	0.9	0.9	-4.0	1.1	1.07	-5.5	-12.3	-2.8
28	COc1ccc(C(=O)Nn2c(SCC(=O)NC3CCCC3)nc3ccccc3c2=O)cc1	1	0.7	1	1	25.7	1	0.55	2.1	-6.9	72.6
29	Cc1ccc2nc(SCc3nc4ccccc4c(=O)[nH]3)[nH]c2c1	1	0.7	1.2	1.1	26.9	1	0.84	-3.6	-99.1	48.7
30	COc1cc(NC(=S)NC(=O)c2ccc(C)cc2C)ccc1NC(=O)c1cccs1	0.9	1	0.9	0.8	3.7	1	1.17	-2.2	-7.0	8.4
31	COc1ccc(CC(=O)N(c2ccccc2)c2nc(C)cs2)cc1	1	1.1	0.8	0.9	-6.1	1	0.93	0.5	-16.6	-15.3
32	C=CCn1c(SCC(=O)O)nnc1-c1cccc(Cl)c1	1	1	1	1	-4.9	1	1.26	-3.6	-12.7	18.1
33	CN(CCC1CCCCO1)C(=O)CCc1nnc(CCCCc2ccccc2)o1 (configuration not stated)	x	1.1	1.1	x	-5.3	1.1	1.65	-5.1	-6.9	20.7
34	O=c1c2ccccc2oc2ncccc12	0.9	1	1	0.9	-0.1	1	1.46	-3.4	-7.4	5.4
35	Cc1cc(C(F)F)n2ncc(C(=O)N3CCc4ccccc4C3)c2n1	1.1	1	1	1	0.7	1	1.01	-0.7	-7.5	3.8
36	CC1(C)C(c2cccs2)=[N+]([O-])C2(CCCCC/C2=N\NC(N)=O)N1O (configuration not stated)	1.1	1.1	0.9	1.1	-8.7	1	0.99	-2.5	-9.9	10.0
37	CCOC(=O)C1=C(Cc2ccc(C)cc2)C(=O)c2ccccc2C1=O	1.5	0.9	1	1.2	6.8	1	1.77	3.4	-5.5	0.3
38	CCOC(=O)c1c(C)[nH]c(C=Nc2ccc(OC)cc2)c1O	0.6	0.7	0.9	1	26.1	1	1.78	-2.3	-0.8	-2.6
39	CC(OC(=O)CCCN1C(=O)c2ccccc2C1=O)C(=O)Nc1ncc(Cl)cc1Cl (configuration not stated)	1	1.1	1	1.1	-9.5	1.1	1.53	-6.6	-1.3	-6.5
40	CN(C)S(=O)(=O)c1ccc(NC=O)cc1	1	1.1	1	1	-10.6	1.1	1.22	-6.5	-10.1	-25.1
41	Nc1c(C(=O)Nc2nc3ccccc3s2)sc2nc(-c3cccs3)ccc12	0.9	0.8	0.8	0.9	16.5	0.9	2.07	5.9	9.7	109.7
42	O=C(CSc1nc(-c2ccccc2)cc(C(F)(F)F)n1)N1CCOCC1	0.9	1	0.9	0.8	-4.8	1.1	1.43	-6.6	-11.0	-3.8
43	COC(=O)C1CSC(C(=O)OC)N1C(=O)Nc1ccc(Cl)c(Cl)c1 (configuration not stated)	0.9	1	0.9	0.9	-4.7	1	1.01	0.4	-13.3	14.7
44	N/C(CN1CCCC1=O)=N\OC(=O)c1ccc(Cl)c(Cl)c1	1	1.1	1	1	-7.2	1	1.5	-3.7	-23.4	17.2
45	CCOc1ccc(NC(=O)CN(C)c2nnnn2-c2ccccc2)cc1OCC	1	1.1	1	1.1	-7.5	1.1	1.06	-6.6	7.1	-16.4
46	COc1cccc(CNC(=O)C(C(=O)NCc2cccc(OC)c2)c2ncc(C(F)(F)F)cc2Cl)c1	1.1	1	1	1.1	-3.0	1.1	1.03	-5.0	-12.9	1.4
47	COc1cccc(C2(O)CCN(C(=O)C3CCC3)CC2)c1	0.9	1	1	1	-3.7	1.1	0.97	-5.3	-7.5	-1.7
48	COc1ccc(N(CC(=O)N2CCc3ccccc3C2)S(C)(=O)=O)cc1	1.1	1	1.1	1	-2.5	1.1	1.01	-6.1	-12.5	-14.4
49	N#Cc1cnc(Nc2nc3ccccc3o2)nc1-c1ccccc1	0.9	0.9	1.3	0.9	5.8	1	1.37	-4.0	-13.8	4.9
50	COc1ccc(OC)c(/C=C/C(=O)NC2=NCCS2)c1	1	1	1.1	1	1.7	1	1.2	-3.6	-19.2	19.1

Other entries follow:
No.	Molecule	PMI act satM6P	FLuc stim CS	bIAP activator	PMI activator	FLuc inh counter	TNAP act hiacc	NF-kB expr up	TNAP inh hiacc	TNAP inh noacc	APP 5'UTR act
51	Cc1cccc(N2CCN(Cc3oc(CO)cc(=O)c3O)CC2)c1C	1.1	1	1.2	1.1	-1.6	1	1.34	0.4	-8.5	-6.3
52	CCCNC(=O)C1CC(=O)N(c2ccc(OCC(=O)Nc3cccc(C)c3C)cc2)C1 (configuration not stated)	1	1	1	1	-1.0	1	0.9	-1.0	-5.9	7.8
53	CN(/N=C/c1ccc2c(c1)OCO2)c1ccccc1	0.9	0.8	0.8	0.8	23.9	1	2.21	-2.6	3.5	93.1
54	CCOc1cccc(N2C(=O)CC(N3CCN(c4nc5ccccc5s4)CC3)C2=O)c1 (configuration not stated)	1	1.1	0.9	1	-9.5	1	0.89	-2.4	-7.2	7.3
55	Cc1ccc(C(=O)CSc2nnc(-c3ccncc3)n2C)cc1	1.1	1	0.9	1.1	-3.8	1	0.96	-4.2	-12.5	13.4
56	CCOC(=O)c1c(C)n(C)c2cc(-c3cccc(C(F)(F)F)c3)c(O)cc12	0.9	1	1	1	-4.9	1.1	0.98	-6.7	-8.3	-9.2
57	Cc1nn(Cc2ccccc2Cl)c2sc(C(=O)Nc3nccs3)cc12	1	1	1	1	-4.4	1	1.25	-4.6	-5.6	-16.7
58	COC(=O)/C(N=Nc1c(C)n(C)n(-c2ccccc2)c1=O)=C(\C)O	0.9	1	0.9	0.9	-1.6	0.9	1.15	8.6	2.9	-11.6
59	COC(=O)c1c(C)nc2nonc2c1N	0.9	1	1.2	0.9	0.6	1	1.03	-0.5	-0.4	-8.2
60	CCOc1ccccc1N1CCN(C/C=C/c2ccc(N(C)C)cc2)CC1	1	1.1	1	0.9	-8.3	1	1.05	-4.2	-6.6	9.2
61	CCc1ccc(NC(=O)C(CC)Sc2nc3cc4c(cc3c(=O)n2Cc2ccco2)OCO4)cc1 (configuration not stated)	0.9	1.1	2.9*	0.9	-5.9	1.3	1.17	-30.9	-68.3	-9.2
62	O=C(c1cccs1)N1CCN=C1SCc1ccccc1	0.9	1	0.9	0.9	-2.6	1	1.31	4.8	-5.1	4.3
63	Cc1cccc(C)c1NC(=S)N(CCCN1CCN(C)CC1)Cc1cccs1	1	1	1	1	-2.6	1	0.98	-2.2	-10.9	18.9
64	COc1ccccc1C(O)Cc1nc2ccccc2n1C (configuration not stated)	1	1	1	0.9	-1.0	1	1.95	-3.9	-6.2	35.6
65	COc1ccccc1-n1c(N)c(C(=O)NCC2CCCO2)c2nc3ccccc3nc21 (configuration not stated)	1.2	1.1	0.9	1.1	-5.3	1	0.87	4.0	-3.6	-19.6
